ATG4B inhibitor – ATG4B protease inhibitors, primary screen, biochemical, fluorescence, uHTS. ATG4B cleavage of LC3-PLA2, NBD-HPC fluorescence, 1 h. inhibition, % at 8.33 µM. 340,000 compounds, 0.51% hits. AID 504462, 2011; in the data active = inhibition above about 40%
CCR6 antagonist – CCR6 receptor antagonists, primary screen, cell-based, CHO-K1, luminescence, beta-arrestin, uHTS | C-C chemokine receptor type 6 (Homo sapiens), P51684 | CHO-K1 CCR6 PathHunter beta-arrestin, CCL20-stimulated | inhibition, % at 20 µM | 340,000 compounds, 0.49% hits | AID 493098, 2011;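 active = compounds whose inhibition of the agonist-driven luminescence signal at 20 µM reaches about 50%, limit read from the data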;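 also: cells stimulated with CCL20 at 14 nM final; plate controls were DMSO with CCL20 for no effect and DMSO without agonist for full effect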
UBC13 polyUb – UBC13 polyubiquitin chain formation inhibitors, primary screen, biochemical, TR-FRET, uHTS; Ubiquitin-conjugating enzyme E2 N (Homo sapiens), P61088; inhibition, % at 20 µM; 330,000 compounds, 0.47% hits; AID 485273, 2010; in the data active = inhibition above about 45%, passing the limit was not always enough
Target sequence (P61088 whole entry, looked up): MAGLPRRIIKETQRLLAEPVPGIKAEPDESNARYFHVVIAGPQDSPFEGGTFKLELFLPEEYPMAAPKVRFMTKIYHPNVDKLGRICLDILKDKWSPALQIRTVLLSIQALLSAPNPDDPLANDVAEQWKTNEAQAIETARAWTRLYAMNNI
APJ agonist – agonists of human apelin receptor APJ, primary screen, CHO-K1 cells, PathHunter beta-arrestin, luminescence; 0% DMSO wells, 100% apelin; activation, % at 20 µM; P35414; 330,000 compounds, 0.11% hits;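 active = activation more than six SD over the plate average, tested at 20 µM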;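 also: 0% = DMSO alone and 100% = apelin-13 at 10 nM; some results filed as inactive read as strong as hits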
Target sequence (P35414 whole entry, looked up): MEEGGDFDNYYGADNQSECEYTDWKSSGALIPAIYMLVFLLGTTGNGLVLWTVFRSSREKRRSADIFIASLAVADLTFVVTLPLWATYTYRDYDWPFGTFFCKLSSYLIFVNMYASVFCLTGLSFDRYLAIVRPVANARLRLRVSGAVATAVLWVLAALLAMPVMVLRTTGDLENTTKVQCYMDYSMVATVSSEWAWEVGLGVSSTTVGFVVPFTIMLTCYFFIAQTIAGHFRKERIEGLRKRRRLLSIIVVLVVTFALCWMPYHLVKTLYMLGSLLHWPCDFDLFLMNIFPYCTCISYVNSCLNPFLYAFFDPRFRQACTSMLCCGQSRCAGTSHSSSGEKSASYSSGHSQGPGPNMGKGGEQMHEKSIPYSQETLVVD
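Assay system: CHO-K1 cells stably expressing ProLink-tagged human APJ and arrestin–beta-gal acceptor. Compound dosing: 20 µM single point, 1% DMSO. Times: 16-18 h seeding, 90 min dark compound exposure, 60 min detection. Detection: beta-gal luminescence. Evaluation: APJ–arrestin association signal. Controls: negative DMSO alone, positive Apelin-13 at 10 nM.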
CXCR6 block – CXCR6 receptor inhibitors, primary screen, cell-based, beta-arrestin, luminescence, CHO-K1 PathHunter, 1536-well; C-X-C chemokine receptor type 6 (Homo sapiens), O00574; inhibition, % at 20 µM; 360,000 compounds, 0.36% hits; AID 602244, 2012; in the data active = inhibition above about 34%, passing the limit was not always enough;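 also: antagonist mode with CXCL16 agonist at 10 nM final; 0% = 10 nM CXCL16 with DMSO and 100% = unstimulated wells without agonist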
Target sequence (O00574 whole entry, looked up): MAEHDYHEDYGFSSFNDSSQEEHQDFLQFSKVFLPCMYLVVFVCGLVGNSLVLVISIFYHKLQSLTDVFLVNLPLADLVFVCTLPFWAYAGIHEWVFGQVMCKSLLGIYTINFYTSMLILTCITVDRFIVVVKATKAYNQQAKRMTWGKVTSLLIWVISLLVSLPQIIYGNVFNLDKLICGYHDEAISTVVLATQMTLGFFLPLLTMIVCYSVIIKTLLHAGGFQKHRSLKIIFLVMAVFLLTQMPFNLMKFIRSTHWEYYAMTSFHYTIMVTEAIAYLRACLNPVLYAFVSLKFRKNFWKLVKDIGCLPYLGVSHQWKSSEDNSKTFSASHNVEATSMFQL
EBI2 block – EBI2 receptor antagonists, beta-arrestin recruitment, primary screen, cell-based, luminescence, 7a,25-OHC stimulation, uHTS | G-protein coupled receptor 183 (Homo sapiens), P32249 | 7a,25-OHC stimulated | inhibition, % at 5 µM | 360,000 compounds, 0.81% hits; in the data active = inhibition above about 38%;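 also: enzyme fragment complementation signal reports receptor beta-arrestin coupling in cells; 0% = agonist plus DMSO wells and 100% = wells without agonist; some results beyond the cut were filed as inactive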
APJ antag – antagonists of human apelin receptor APJ, primary screen, CHO-K1 cells, beta-arrestin complementation, luminescence | inhibition, % at 20 µM | AID 2521, 2010 | P35414 | 330,000 compounds, 0.32% hits;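 active = inhibition above about 40% at 20 µM, limit read from the data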;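 also: cells challenged with 10 nM apelin-13 agonist together with compound; plate controls were apelin-13 plus DMSO wells for no effect and DMSO wells lacking apelin-13 for full effect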
Gli-Sufu antag – Gli-Sufu pathway antagonists, primary screen, luciferase luminescence, Sufu-KO-LIGHT cells, uHTS | Sufu-KO-LIGHT fibroblasts, Gli luciferase reporter luminescence | inhibition, % at 5 µM | 340,000 compounds, 0.74% hits;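 active = inhibition above about 55%, limit read from the data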;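 also: 0% = DMSO-treated cells and 100% = wells with medium but no cells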
Active calls of the source: *; nt = not tested or not shown.

SMILES	ATG4B inhibitor	CCR6 antagonist	UBC13 polyUb	APJ agonist	CXCR6 block	EBI2 block	APJ antag	Gli-Sufu antag
S=C(Nc1cccc2ccccc12)NN1CCOCC1	-8	-3	-3	-1	1	-2	-29	-3
CCOC(=O)C1CCN(CCCSc2ccccc2)CC1	2	11	nt	nt	-2	-8	nt	22
CCOC(=O)CNC(=O)Cn1cnc2c(oc3ccccc32)c1=O	-8	-6	-3	-2	0	6	-15	0
O=C(CSc1nnc(NC(=O)C2CCCCC2)s1)NCc1ccco1	-10	14	-1	-2	2	4	11	2
CCN(CC(=O)Nc1ccc(NC(C)=O)cc1)C(=O)c1c(C)nn(Cc2ccc(C)cc2)c1Cl	9	-3	nt	nt	1	-8	nt	0
CC(C(=O)NCc1ccco1)n1cc(C(=O)c2ccco2)c2ccccc21 (stereo not drawn)	-9	4	17	-3	-12	-7	11	0
O=S1(=O)CCO[C@H]2Cc3ccccc3[C@H]2N1Cc1cccc(F)c1	9	-11	1	-5	1	-2	-3	-9
Cn1c(N)c(C(=O)COC(=O)C2=COCCO2)c(=O)n(C)c1=O	4	10	-6	0	-7	-10	10	-19
O=C(/C(=C/O)N=Nc1ccccc1Cl)c1ccccc1	14	2	-4	-3	-9	-1	-13	-2
CCOC(=O)N1CCN(Cc2nc3ccc([N+](=O)[O-])cc3c(=O)n2-c2cccc(OC)c2)CC1	-6	-1	5	-1	-4	-1	-11	2
O=C(CCS(=O)(=O)c1cc2c(cc1Cl)NC(=O)CO2)NCCc1ccccc1	0	-2	-4	7	-9	-3	-16	-13
O=C(N/N=C/c1ccccc1O)C1(O)c2ccccc2-c2ccccc21	-2	2	10	2	-14	2	0	-5
CN1CCN(C(=S)c2cn(Cc3ccccc3)c3ccccc23)CC1	2	8	-11	-2	5	-7	-19	7
N#C/C(=C/c1ccc2c(c1)OCO2)C(=O)NCCc1c[nH]c2ccccc12	8	13	18	0	3	51*	7	-3
CCC(=O)Nc1ccc2nc(C3CC3)n(Cc3ccccc3)c(=O)c2c1	-2	17	-5	9	-2	-5	1	-68
Cc1cc(/C=C2\NC(=O)N(Cc3ccc(Cl)cc3)C2=O)c(C)n1C	30	-1	nt	nt	1	-16	nt	5
O=C(COc1ccccc1F)N1CCN(S(=O)(=O)/C=C/c2ccccc2)CC1	-3	3	4	-3	-13	55*	-5	3
COc1cc2c(cc1OC)CN(C(=O)Cc1c(F)cccc1Cl)CC2	2	0	3	-2	15	-6	14	-5
N#C/C(=C/c1ccc(N2CCOCC2)o1)c1ccc(Cl)cc1	-8	25	nt	nt	22	26	nt	-79
COc1ccc([C@H]2C=C3CN(C(=O)OC(C)(C)C)S(=O)(=O)[C@H]3C[C@H]2OC(=O)c2ccc(C(F)(F)F)cc2)cc1	-14	13	-1	0	0	8	0	-2
O=c1oc2ccccc2n1CCc1ccccc1	5	-3	-9	-1	-2	14	-7	-7
Cc1ccc2nc3c(c(C(=O)OCC(=O)NC4CCS(=O)(=O)C4)c2c1)CCCC3 (stereo not drawn)	-4	0	9	-3	-1	-7	11	16
Cn1cc(Cl)c(/C=C(\C#N)S(=O)(=O)c2ccccc2)n1	-10	6	9	1	6	5	-11	7
c1cnn(-c2nc(N3CCOCC3)nc(N3CCOCC3)n2)c1	0	-9	7	-2	-2	1	9	-2
COc1ccc(-c2nc(CSCC(=O)NCc3ccc4c(c3)OCO4)c(C)o2)cc1	-17	3	4	2	-2	0	6	0

(continued)
SMILES	ATG4B inhibitor	CCR6 antagonist	UBC13 polyUb	APJ agonist	CXCR6 block	EBI2 block	APJ antag	Gli-Sufu antag
CN(Cc1ccc(Br)cc1)CC(O)COc1cccc(Br)c1 (stereo not drawn)	-7	16	14	0	-8	2	6	-12
CC(=O)c1cc(N2CCOCC2)ccc1[N+](=O)[O-]	-1	6	nt	nt	6	5	nt	nt
CC(C)(C)CNC(=O)c1cccc2c1C(=O)c1ccc(-c3cc4ccccc4o3)cc1S2(=O)=O	-2	-3	3	1	-10	-1	-8	-6
CC(C)(C)OC(=O)NCCCCCc1nnc(SCc2c(F)cccc2Cl)o1	38	16	0	0	8	5	-32	-20
O=C1CN(C(=O)COC(=O)C2=COCCO2)c2ccccc2N1	-17	2	7	1	9	-2	1	6
Cc1cccc(Oc2ccccc2NC(=O)c2cnccn2)c1	-3	8	6	-4	0	-5	10	-4
Cc1ccc(S(=O)(=O)/N=c2\scc(C)n2C)cc1	7	-1	1	8	-11	-6	18	-1
N#Cc1ccccc1CCN1C(=O)c2ccccc2C1=O	1	16	-14	-3	3	13	15	-4
O=C(Nc1ccc(F)cc1)c1nn(-c2ccccc2)c(=O)cc1Cl	-2	-9	nt	nt	18	28	nt	29
COCCC(=O)N1CCC(Oc2ccc(C(=O)NC3CCCCC3)cc2)CC1	-8	7	7	-3	-2	-24	13	0
COC(=O)c1sc(NC(=O)CSc2nnnn2-c2cccc(OC)c2)nc1C	-10	7	-3	1	4	2	3	-2
COc1ccc(C2NC(=O)C(=O)/C2=C(\O)c2ccc(Cl)cc2)cc1OC (stereo not drawn)	2	-3	-3	-4	0	8	5	4
N#C/C(=C\C1=C(N2CCOCC2)C(=C\c2ccccc2)/CC1)C(=O)Nc1ccccc1F	10	38	nt	nt	32	31	nt	17
COCCN(C(=S)Nc1cccc(C)c1)C(C)c1cccnc1 (stereo not drawn)	6	13	20	-3	5	-1	18	-10
NC(=O)c1ccc(NC(=O)COC(=O)c2c3c(nc4ccccc24)/C(=C\c2ccc4c(c2)OCO4)CCC3)cc1	8	-1	nt	nt	-3	-2	nt	23
CCN(CC)CCn1c(NCc2ccc3c(c2)OCO3)nc2ccccc21	-14	19	12	-1	2	8	4	37
COc1ccc(Cl)cc1NC(=O)CN(C)C(=O)CN1C(=O)NC(C)(C)C1=O	-2	3	0	-2	-3	3	-11	1
c1ccc(COc2ccccc2CNC23CC4CC(CC(C4)C2)C3)cc1	34	0	23	-3	-7	4	-16	30
COc1ccc(N2C(=O)N3[C@@H]4c5ccccc5OC[C@@H]4[C@@H](c4ccccc4)[C@@]3(C)C2=O)cc1	15	14	-16	-2	-5	12	4	-3
Cc1cccc(C(=O)Nc2nnc(-c3ccco3)o2)c1	-1	12	-28	-1	8	-2	-2	-13
COc1cc(/C=C/C(=O)c2c(O)ccc3c(C)cc(=O)oc23)ccc1O	3	9	-1	-3	11	8	12	11
C=CCN1C(=O)C2(OCCCO2)c2cccc(Cl)c21	4	14	6	-4	6	-5	20	8
CC(C)(C)OC(=O)NCCCCCO	-2	-6	-6	4	-3	-3	-1	2
O=C(CCN1C(=O)/C(=C\C=C\c2ccccc2)SC1=S)Nc1ccc(C(=O)O)cc1	4	30	-15	12	8	19	-3	-38
COc1ccccc1NC(=O)c1ccc(N)cc1	-2	1	5	2	-6	-4	-1	-5

Further records follow:
SMILES	ATG4B inhibitor	CCR6 antagonist	UBC13 polyUb	APJ agonist	CXCR6 block	EBI2 block	APJ antag	Gli-Sufu antag
CCc1cc(Cn2nc(-c3ccccc3C)cc2C(=O)O)on1	-7	-1	15	-4	0	-3	8	13
Cc1cc(C)cc(-c2nnc(SCc3ccc(C(=O)O)cc3)o2)c1	2	8	-8	0	4	2	5	-1
CCCCn1c(-c2cccs2)nc2oc3ccccc3c(=O)c2c1=O	2	16	-4	3	4	-5	2	12
Cn1c(C2CCCN2C(=O)OC(C)(C)C)n[nH]c1=S (stereo not drawn)	-4	-1	3	2	-6	-10	7	54
O=C(COC(=O)/C=C/c1ccccc1)Nc1cccnc1Cl	0	-5	2	-5	5	-4	9	-5
COC(=O)C1(CC2CC(c3ccncc3)=NO2)CCN(C(=O)OC(C)(C)C)CC1 (stereo not drawn)	-13	-12	3	5	-5	-12	-2	12
O=S1(=O)[C@H]2C[C@@H]3C=C[C@@]2(CN1Cc1ccc(Cl)cc1)O3	2	-2	3	-4	-5	-10	2	1
CC(O)[C@@]1(O)CC[C@H]2[C@@H]3CC[C@H]4C[C@@H](O)CC[C@]4(C)C3=CC[C@@]21C (stereo partly drawn)	3	9	2	6	-2	-7	6	-10
CC(CC(=O)N(C)c1c(N)n(Cc2ccccc2)c(=O)[nH]c1=O)c1ccccc1 (stereo not drawn)	2	2	2	4	4	-7	17	0
Cc1cc(NC(=O)CSc2nnc(COc3ccccc3)o2)no1	-4	-19	-2	2	-12	-16	1	-3
C(=N\Nc1nc2ccccc2[nH]1)/c1cccc2cccnc12	-19	21	-13	6	6	27	-10	67*
O=C(O)c1ccccc1C(=O)N1CCc2c([nH]c3ccccc23)C1C(F)(F)F (stereo not drawn)	0	1	-17	0	-12	1	6	5
COCCN(CC(=O)Nc1ccccc1C(F)(F)F)C(=O)/C=C/c1ccc2ccccc2n1	-5	18	-7	-2	-3	-6	4	7
COc1ccc(S(=O)(=O)N(C)C[C@H]2Oc3c(NC(=O)C4CC4)cccc3C(=O)N([C@H](C)CO)C[C@@H]2C)cc1	-5	-8	-11	-3	1	2	-5	1

Screens (PubChem BioAssay)
